Insulin prom inh: TRM-6 insulin promoter activity inhibition; inhibition, % at 2 µM; TRM-6 cells (human fetal islet line), insulin promoter-eGFP reporter, imaging; reporter expression induced with tamoxifen; AID 1273; actives 0.9% (n = 130,000);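 active = inhibition above the mean plus 3 SD, with well images judged a real hit on visual review, cut at about 60% in these data, passing the limit was not always enough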
sdo1 growth: restores growth of sdo1-depleted yeast. actives 0.21% (n = 140,000). AID 817. z-score at 10 µM. S. cerevisiae sdo1-depleted JHY4D growth rescue, OD600 30 h; hits give high values; pdr5 snq2 efflux-pump mutant strain;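 active = z-score above 3 at both the 24 hr and the 30 hr optical density reads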;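 also: z-score against mean and SD of all compound wells on the same plate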
sdo1 growth Rescue 24 h: recorded beside sdo1 growth, whose call it bears; z-score; S. cerevisiae sdo1-depleted JHY4D growth rescue, OD600; measured here: growth rescue at 24 h;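 0 is the plate mean of compound wells and units are plate SD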
Numbers without * were called inactive; / = no result given.

Insulin prom inh | sdo1 growth | sdo1 growth Rescue 24 h | canonical_smiles
22 | 1.2 | 0.89 | CCOC(=O)c1ccc(COC(=O)CCc2nc3ccccc3[nH]c2=O)o1
/ | -1.4 | -0.67 | COc1ccc(-c2ccc(C#N)c(SCC(=O)NCCc3ccccc3)n2)cc1OC
/ | 1.3 | 0.78 | COc1cccc(NC(=O)N2CCC(C(=O)Nc3ccc(C)cc3C)CC2)c1
-7 | / | / | CCC(C)Nc1nc(Cl)nc(N(C#N)CN2C(=O)c3ccccc3S2(=O)=O)n1 (stereo not drawn)
/ | -0.74 | -1.2 | O=C(Nc1ccc2nc(-c3ccc(Br)o3)[nH]c2c1)c1ccco1
67 | / | / | CC(=O)N1CCc2cc(Br)cc(S(=O)(=O)CCC(=O)Nc3c(C)n(C)n(-c4ccccc4)c3=O)c21
2 | -0.95 | -0.25 | COc1cc(C(=O)NCc2ccc(-c3nc4ccccc4s3)cc2)cc(OC)c1OC
-460 | -1.7 | -1.5 | Clc1ccc(OCCn2cnc3ccccc32)c(Cl)c1
30 | -2.1 | -1.9 | O=C(Nc1ccc(OCC(F)(F)C(F)F)c(C(F)(F)F)c1)c1ccccc1O
/ | -0.62 | -0.26 | CCc1nnc(NC(=O)CSc2nnc(COc3ccc(C)cc3)n2-c2ccccc2)s1
-41 | / | / | Cc1cc(Cl)ccc1NC(=S)NCc1ccc(S(N)(=O)=O)cc1
/ | -0.2 | 0.13 | Cc1cc(C)n(-c2nc3ccccc3c(=O)n2OCC(=O)N(C)C)n1
24 | 0.04 | -0.65 | Cc1nnc(C)c2c(C)n(-c3ccc(Br)cc3)c(C)c12
-50 | -0.18 | -0.26 | Cc1nn(CC(=O)Nc2ccc(Cl)cn2)c(C)c1Br
-53 | / | / | Cn1nc(C(=O)Nc2sc3c(c2C#N)CCCC3)ccc1=O
-37 | -0.54 | -0.76 | CCOC(=O)c1cccc(NC(=O)CSc2nnc(-c3cccnc3)n2C)c1
/ | 0.36 | 4 | CSc1nc(-c2ccco2)cc(-c2ccccc2)c1C#N
33 | / | / | C=C(C)C1CC=C(C)/C(=N/NC(=O)c2ccccc2[N+](=O)[O-])C1 (stereo not drawn)
-111 | 0.19 | 1.8 | CCCNC(=O)CC1Sc2ccccc2NC1=O (stereo not drawn)
/ | 1.4 | 1.3 | CCS(=O)c1ccccc1C(=O)O (stereo not drawn)
16 | 1.1 | 1.2 | O=C(NCC1CCCO1)c1ccc(C(=O)NCC2CCCO2)cc1 (stereo not drawn)
-28 | 0.77 | 0.7 | CCOC(=O)CNC(=O)CSc1nnc(-c2ccncc2)n1-c1ccc(Cl)cc1
43 | 0.27 | -0.05 | O=C1OCCC1Sc1nnc(-c2ccc(F)cc2)n1Cc1ccccc1 (stereo not drawn)
82* | -0.75 | -0.71 | CCOc1ccc(-n2ccnc2SCC(=O)Nc2nnc(CC)s2)cc1
-67 | 0.05 | 0.15 | O=C1OC(c2ccccc2)C2(CCCC2)C(=O)C12CCCC2 (stereo not drawn)
-60 | 0.38 | -0.39 | Cn1c(=N)n(CC(=O)c2ccc(Br)s2)c2ccccc21
13 | 0 | 2.9 | CCc1ccc(CNc2ccc(O)cc2)cc1
31 | -1.2 | -1.1 | O=C(Nc1sc2c(c1C(=O)NCc1cccnc1)CCCC2)c1ccco1
3 | 0.1 | -1.1 | CCNc1nc(Oc2ccc(C(=O)OC)cc2)nc(SC)n1
-300 | -0.46 | -0.07 | COc1cc(C)nc(N(C)S(=O)(=O)c2ccccc2Cl)n1

Fetched by compound from above:
Insulin prom inh | sdo1 growth | sdo1 growth Rescue 24 h | canonical_smiles
31 | -1.2 | -1.1 | O=C(Nc1sc2c(c1C(=O)NCc1cccnc1)CCCC2)c1ccco1
-41 | / | / | Cc1cc(Cl)ccc1NC(=S)NCc1ccc(S(N)(=O)=O)cc1
-60 | 0.38 | -0.39 | Cn1c(=N)n(CC(=O)c2ccc(Br)s2)c2ccccc21
/ | -0.2 | 0.13 | Cc1cc(C)n(-c2nc3ccccc3c(=O)n2OCC(=O)N(C)C)n1

Continued.
Insulin prom inh | sdo1 growth | sdo1 growth Rescue 24 h | canonical_smiles
-162 | -0.14 | -0.68 | O=C1OC(NC(=O)c2ccccc2)C(N2CCOCC2)=C1Cl (stereo not drawn)
/ | -0.88 | -0.76 | COc1ccc(N2CCCn3c2nc2c3c(=O)n(Cc3ccccc3F)c(=O)n2C)c(OC)c1
-65 | -1.6 | -1.9 | COc1ccc(CN2CN=C(Nc3nc4ccccc4s3)NC2)cc1
7 | / | / | CCc1nc(-n2[nH]c(=O)c3ccccc3c2=O)c2c3c(sc2n1)CCCC3
/ | -1.5 | -0.87 | Cc1cccc(N=C2NC(=O)/C(=C3/C(=O)N(C)c4ccccc43)S2)c1C
3 | 0.4 | 0.24 | COc1ccc(Cc2nnc(SCC(=O)NC3CCCCC3)n2C)cc1
-20 | -1.1 | -1.2 | CC(=O)c1ccc(-n2nnnc2SCC(=O)Nc2sc(C)c(C)c2C#N)cc1
19 | -0.04 | -0.08 | CCNC(=O)/C(=C/c1ccco1)NC(=O)/C=C/c1ccccc1
/ | -1.3 | -1.2 | CC(CCc1ccccc1)NC(=O)C1CCCN(C(=O)c2cc3sccc3n2C)C1 (stereo not drawn)
17 | 1.4 | 1.4 | CCOC(=O)Nc1sc(NS(=O)(=O)c2ccc(C)cc2)nc1C
6 | 0.35 | 0.33 | CCOc1ccc(N2C(=O)CC(NCCc3ccc(S(N)(=O)=O)cc3)C2=O)cc1 (stereo not drawn)
53 | / | / | CCOC(=O)c1c(N2C(=O)CC(Sc3ccccc3C(=O)O)C2=O)sc2c1CCCC2 (stereo not drawn)
-5 | -0.41 | 0.31 | CC(Sc1nc(N2CCCCC2)c2c(c1C#N)CCCC2)C(=O)O (stereo not drawn)
/ | 1.4 | 1.3 | COc1ccccc1N(CC(=O)NC(C)C)S(=O)(=O)c1cccs1
-53 | 0.92 | 0.24 | Cc1ccc(CCN2CC(C(=O)NCCN3CCOCC3)CC2=O)cc1 (stereo not drawn)
-6 | 0.37 | 0.4 | CC(=O)NS(=O)(=O)c1ccc(NC(=S)NC(=O)C(C)C)cc1
16 | -0.13 | -0.64 | CC(C)=CCCC1=CCC2C(=O)NNC(=O)C2C1 (stereo not drawn)
-18 | 0.22 | 0.1 | CC1(C)C(=O)C2(CCCCC2)C(=O)OC1c1cccs1 (stereo not drawn)
/ | 0.06 | -0.16 | CC1(C)CC(=O)C2=C(C1)N(c1ccc(F)cc1)C(=O)CC2c1ccsc1 (stereo not drawn)
8 | 0.44 | -0.05 | CN(CCOC(=O)C1c2ccccc2Oc2ccccc21)C(C)(C)C
18 | 0.07 | -0.81 | CC1CCCC(C(=O)O)N1C(=O)CCS (stereo not drawn)
10 | / | / | O=C(Nc1ccc2c(c1)CCC2)c1cccs1
-85 | / | / | O=C(O)/C=C/C(=O)N1CCN(S(=O)(=O)c2cc(C(F)(F)F)ccc2Cl)CC1
-8 | 1.4 | 1.4 | Cc1ccc(C(=O)NC(=S)NCCN2CCOCC2)cc1
/ | -0.31 | -0.34 | COc1ccccc1NC(=S)NNC(=O)c1c(Cl)c(C)nn1C
5 | 0.99 | 1.2 | OC1(c2cccc(C(F)(F)F)c2)CCNCC1
-10 | / | / | O=C(Cn1ncc(N2CCCC2)c(Cl)c1=O)c1ccc(Cl)cc1
57 | -0.09 | -0.83 | O=C(Oc1ccc(OC(=O)c2ccco2)c(S(=O)(=O)c2ccc(Cl)cc2)c1)c1ccco1
-35 | / | / | O=C(COC(=O)c1nc(Cl)ccc1Cl)NCc1ccccc1
-18 | / | / | COc1ccc(C(=O)OCN2C(=O)c3ccccc3C2=O)cc1
-8 | -0.43 | -0.43 | O=C(CN1CCOCC1)Nc1cccc(C(=O)Nc2cccc(C(F)(F)F)c2)c1
/ | -0.81 | 0.88 | COc1ccc(C(=O)Nc2scc(-c3ccc(Cl)cc3Cl)c2C(N)=O)cc1
50 | / | / | O=C1CC2C(=O)NCCN2C(=NC(=O)c2ccccc2)N1 (stereo not drawn)
-40 | -0.82 | -1.1 | COc1ccc2oc(=O)c(C(=O)N3c4ccccc4CC3C)cc2c1 (stereo not drawn)
/ | -2.1 | -1.6 | CC(C)CCOc1ccc(NC(=O)C2OC3OC(C)(C)OC3C3OC(C)(C)OC23)cc1 (stereo not drawn)
0 | -0.24 | -0.5 | COCCCNCC(=O)Nc1sc(C)c(C)c1C(=O)OC
51 | -0.86 | -1.2 | Cc1ccc(SCCCCN2CCNCC2)cc1
/ | -0.85 | -0.57 | CC(C)c1ccc(-c2noc(C3CCCN(C(=O)c4ccc(F)cc4F)C3)n2)cc1 (stereo not drawn)
/ | 0.47 | 1.3 | CCOC(=O)c1ccc2c(c1)sc(=NC(=O)c1ccco1)n2CCOC
22 | -0.55 | -0.67 | CCN=C1Sc2nc3ccc(OCC)cc3cc2CN1CCOC
/ | 0.81 | 0.65 | Oc1[nH]c2ccccc2c1C=NCC1CCCO1 (stereo not drawn)
48 | -0.02 | -1.1 | Cc1ccc(NC(=O)CC2SC(=O)NC2=O)cc1 (stereo not drawn)
/ | 0.03 | 0.36 | O=S(=O)(c1ccccc1)c1ccccc1/C=N\O
/ | -0.89 | -1.1 | Cc1cccc(S(=O)(=O)C(C#N)c2nc3ccccc3nc2N2CCOCC2)c1 (stereo not drawn)
-29 | -0.37 | -0.65 | Cc1nn(-c2ccccc2)c(Cl)c1/C=C1\SC(=S)NC1=O
17 | 0.28 | 0.77 | CN(C)C(=O)CSC1c2ccccc2C(=O)N1c1ccccc1 (stereo not drawn)
30 | -1.8 | -1.8 | O=C(Nc1cccc(Cl)c1)Nc1ccc(Br)cc1F
/ | 1.2 | 0.62 | Cc1ccnc(NS(=O)(=O)c2ccc(NC(=O)C3CCCCC3)cc2)n1
/ | 0.53 | 0.04 | C=CCOC(=O)N1CCN(c2cccc(C(F)(F)F)c2)CC1
18 | -0.51 | -0.44 | CCCCN1CCc2c([nH]c3ccccc23)C1=O

The listing continues:
Insulin prom inh | sdo1 growth | sdo1 growth Rescue 24 h | canonical_smiles
/ | 0.35 | -0.28 | COc1cc(C2C(C#N)=C(N)OC3=C2C(=O)CCC3)c([N+](=O)[O-])cc1OC (stereo not drawn)
-77 | -1.5 | -1.3 | C=C(C)C1CC=C(CN2CCC(C(=O)OCC)CC2)CC1 (stereo not drawn)
18 | -0.97 | -0.18 | Fc1ccc(C2=Nn3c(Cc4ccccc4)nnc3SC2)cc1
15 | -0.61 | -0.72 | Cc1ccc2cc(CN(Cc3nnnn3C3CCCC3)C3CCCCC3)c(=O)[nH]c2c1C
33 | 0.15 | -0.26 | COC(=O)CC1C(=O)NC2CCCCC2N1C(=O)c1ccccc1 (stereo not drawn)
-100 | / | / | COc1ccc(C(C)=O)cc1COC(=O)c1ccc(N)c([N+](=O)[O-])c1
29 | 1.6 | 2.2 | Cc1ccsc1/C=N/NC(=O)c1ccco1
38 | 1.9 | 2 | CC(C)NC(=O)COc1ccc(S(=O)(=O)N2CCOCC2)cc1
13 | -0.27 | -0.12 | CCOC(=O)C1CCCN(C(=O)c2cc(Nc3ccc(OC)cc3OC)nc3ccccc23)C1 (stereo not drawn)
26 | 1.7 | 2 | Cc1ccccc1OC(C)c1nc(-c2ccccc2)no1 (stereo not drawn)

Exported bar-delimited: 7 of the compounds above
structure | Insulin prom inh | sdo1 growth | sdo1 growth Rescue 24 h
C=C(C)C1CC=C(CN2CCC(C(=O)OCC)CC2)CC1 (stereo not drawn) | -77 | -1.5 | -1.3
COc1cc(C2C(C#N)=C(N)OC3=C2C(=O)CCC3)c([N+](=O)[O-])cc1OC (stereo not drawn) | / | 0.35 | -0.28
COC(=O)CC1C(=O)NC2CCCCC2N1C(=O)c1ccccc1 (stereo not drawn) | 33 | 0.15 | -0.26
Cc1ccc2cc(CN(Cc3nnnn3C3CCCC3)C3CCCCC3)c(=O)[nH]c2c1C | 15 | -0.61 | -0.72
Fc1ccc(C2=Nn3c(Cc4ccccc4)nnc3SC2)cc1 | 18 | -0.97 | -0.18
CCOC(=O)C1CCCN(C(=O)c2cc(Nc3ccc(OC)cc3OC)nc3ccccc23)C1 (stereo not drawn) | 13 | -0.27 | -0.12
COc1ccc(C(C)=O)cc1COC(=O)c1ccc(N)c([N+](=O)[O-])c1 | -100 | / | /

Shown as a markdown table: part of the list above
| compound | Insulin prom inh | sdo1 growth | sdo1 growth Rescue 24 h |
| --- | --- | --- | --- |
| COc1ccc(C(C)=O)cc1COC(=O)c1ccc(N)c([N+](=O)[O-])c1 | -100 | / | / |
| Cc1ccsc1/C=N/NC(=O)c1ccco1 | 29 | 1.6 | 2.2 |

Further records follow.
Insulin prom inh | sdo1 growth | sdo1 growth Rescue 24 h | canonical_smiles
12 | 0.81 | -0.02 | O=C(NCc1ccco1)C1(c2ccccc2)CCCC1
29 | -0.46 | -0.36 | c1cncc(-c2noc(C34CC5CC(CC(C5)C3)C4)n2)c1
-27 | -0.49 | -0.43 | Cc1ccc(S(=O)(=O)N2CCC(=O)N(CCOCc3cccc(C(F)(F)F)c3)CC2)cc1
-34 | -0.77 | -0.78 | CCOC(=O)c1[nH]c2ccc(OC)cc2c1NC(=O)CN1CCN(c2ccccn2)CC1
-47 | 1.1 | 0.24 | CCCCC(=O)Nc1ccc(NC(=O)c2cccs2)cn1
33 | -1.6 | -1.6 | Brc1ccc(-c2csc(NC3=NCCCCC3)n2)cc1
-36 | / | / | CCOc1cc(-c2nc(C)c(C(C)=O)n2O)ccc1OCC(=O)Nc1cccc(C)c1
-10 | 0.23 | 0.07 | COc1ccc(N/C(=C(/C(Cl)=C(Cl)Cl)[N+](=O)[O-])n2nnc3ccccc32)cc1OC
-22 | -1.8 | -0.73 | COc1cnc(SCc2c(Cl)cccc2Cl)nc1Cl
-50 | / | / | Nc1[nH]ncc1-c1ccc(F)cc1
-33 | -1.3 | -0.9 | Cc1ccc(C(=O)Nc2ccccc2C(=O)N2CC3(C)CC2CC(C)(C)C3)cc1 (stereo not drawn)

Assay outcomes: PubChem BioAssay, several laboratories
